Bioassay records as filed in PubChem.
GPR55 LPI antagonism = inhibition of LPI-stimulated GPR55 beta-arrestin translocation – imaging, U2OS, beta-arrestin-GFP, LPI agonist, primary screen (AID 2013); U2OS GPR55 beta-arrestin-GFP translocation imaging, LPI antagonism; higher % means a stronger effect; 290,000 compounds, 0.13% hits; inhibition, % at 10 µM; hits with a dose series show IC50 in µM;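 active = spots per cell inhibited over 60%, with over 100 cells counted and total cytoplasm intensity under 500,000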;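 note: U2OS cells stably carrying GPR55 and arrestin-GFP stimulated by 5 µM LPI near EC80; imaged beta-arrestin-GFP aggregate spots per cell after agonist stimulation; plate controls were LPI-stimulated DMSO wells for no effect and DMSO wells without LPI for full effect; some results filed as inactive read as strong as hits; confirmed hits need IC50 under 10 µM and bright autofluorescent wells are also inconclusive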
GPR35 antagonists = GPR35 antagonists blocking zaprinast-driven arrestin recruitment, primary screen, imaging, U2OS, beta-arrestin-GFP, zaprinast agonist (AID 2058); U2OS GPR35 beta-arrestin-GFP translocation imaging, zaprinast antagonism; higher % means a stronger effect; 290,000 compounds, 0.052% hits; one-dose inhibition, % at 10 µM; IC50 in µM for titrated hits;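 active = inhibition of at least 50% with at least 30 cells and total cytoplasm GFP at most 10,000,000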
GPR55 activation = selective activators of receptor GPR55 – imaging, U2OS cells, beta-arrestin-GFP redistribution, primary screen (AID 1961); U2OS GPR55 beta-arrestin-GFP redistribution imaging; higher % means a stronger effect; activation, % at 10 µM, or EC50 in µM where a hit was titrated; 290,000 compounds, 0.048% hits;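 active = activation above 40% with more than 50 cells counted in the well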;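 note: U2OS osteosarcoma cells stably expressing GPR55 and beta-arrestin-GFP; plate controls were DMSO negative control for no effect and LPI positive control for full effect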
AID2073 = inhibitors of Mint1-CaV2.2 protein interaction, biochemical, HTRF (AID 2073) | 290,000 compounds, 0.19% hits | HTRF protein-protein interaction, Mint1-CaV2.2; higher % means a stronger effect | inhibition, % at 20 µM; hits with a dose series show IC50 in µM; in the data active = inhibition mostly above about 51%, no sharp cut-off; note: some results filed as inactive read as strong as hits
SIAH1 antagonists = Siah-1 peptide-binding antagonists, primary screen, biochemical, fluorescence polarization, rhodamine-plectin, uHTS (AID 1817). one-dose displacement, % at 20 µM; IC50 in µM for titrated hits. Siah-1 / rhodamine-plectin peptide fluorescence polarization; higher % means a stronger effect. 290,000 compounds, 0.02% hits;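 active = displacement of at least 50% at 20 µM, with a fluorescence ratio check between 0.3 and a set limit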;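 note: plate controls were Siah plus tracer with DMSO for no effect and tracer alone without Siah for full effect; strong numbers were not always called active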
NTR1 agonist = agonists of NTR1, primary screen, imaging, U2OS cells, beta-arrestin-GFP, high content (AID 493036). NTR1-U2OS beta-arrestin-GFP spot imaging, agonist mode. activation, % at 20 µM. 330,000 compounds, 0.17% hits;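 active = activation at or above 40% of the spot to cytoplasm intensity ratio, with at least 20 cells analyzed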;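 note: 0% = DMSO without peptide and 100% = 100 nM NTR1 peptide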
Target sequence (P30989 whole entry, looked up): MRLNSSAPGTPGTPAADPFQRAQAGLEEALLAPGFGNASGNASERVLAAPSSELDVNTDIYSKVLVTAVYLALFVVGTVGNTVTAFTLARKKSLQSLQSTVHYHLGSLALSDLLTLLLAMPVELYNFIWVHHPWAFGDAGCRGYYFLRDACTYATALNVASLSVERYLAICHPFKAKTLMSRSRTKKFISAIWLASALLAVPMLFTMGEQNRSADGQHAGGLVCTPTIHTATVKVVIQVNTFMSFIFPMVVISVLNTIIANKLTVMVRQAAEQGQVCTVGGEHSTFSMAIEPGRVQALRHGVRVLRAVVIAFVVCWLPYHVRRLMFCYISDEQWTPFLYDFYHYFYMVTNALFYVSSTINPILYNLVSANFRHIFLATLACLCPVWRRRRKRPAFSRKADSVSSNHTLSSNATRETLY
Dengue-2 NS5 capping = flavivirus cap methylation enzyme inhibition – biochemical, confirmation dose response, primary screen (AID 588689). inhibition, % at 25 µM, or IC50 in µM where a hit was titrated. Dengue-2 NS5 methyltransferase capping enzyme assay, biochemical; higher % means a stronger effect. 340,000 compounds, 0.3% hits; in the data active = a potency from the dose series
UTI89 phage lysis = protection from phage-mediated lysis, alamar blue read-out – E. coli UTI89, K1F phage, bacterial capsule biogenesis inhibitors (AID 488966); 340,000 compounds, 0.02% hits; inhibition, % at 100 µM, or IC50 in µM where a hit was titrated; E. coli UTI89 K1F phage lysis, alamar blue, 2 h; higher % means a stronger effect;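 active = phage lysis inhibition, versus mean bacterial control, above a set limit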;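 note: capsule biogenesis inhibitors block K1F phage lysis so surviving cells raise fluorescence; higher fluorescence means more inhibition of phage lysis; actives were called in the ten point dose series up to 300 µM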
HIV fusion peptide = inhibitors of HIV fusion peptide binding, primary screen, biochemical, uHTS, fluorescence dequenching (AID 1986); cell-free peptide binding, fluorescence dequenching, 30 min; higher % means a stronger effect; inhibition, % at 20 µM, or IC50 in µM where a hit was titrated; 290,000 compounds, 0.3% hits; in the data active = inhibition mostly above about 52%, no sharp cut-off; inactive = mostly below about 76%; note: some results filed as inactive read as strong as hits
NTR1 agonist cell count 20 µM = recorded beside NTR1 agonist, whose call it bears; cell count; measured here: cell count, cytotoxicity flag
* = called active by the depositor; . = no result given; [ ] = remark or other dose.

SMILES | GPR55 LPI antagonism | GPR35 antagonists | GPR55 activation | AID2073 | SIAH1 antagonists | NTR1 agonist | NTR1 agonist cell count 20 µM | Dengue-2 NS5 capping | UTI89 phage lysis | HIV fusion peptide
Cc1cccc(-c2nc3c(c(SCC(=O)N4CCCC4)n2)COC(C)(C)C3)c1 | -2% | 5% | -0.1% | 9% | -8% | 1.7 | 68 | -5% | -0.6% | -2.4%
C=CCOc1cccc(C2C(C(=O)c3ccco3)=C(O)C(=O)N2CCN2CCOCC2)c1 (stereo unspecified) | 33% | -15% | -0.1% | -3% | 4% | -2.5 | 52 | 2% | 7.4% | 5.0%
CCOC(=O)C1CCCN(C(=O)Cn2nc(Cc3cccnc3)c3ccccc3c2=O)C1 (stereo unspecified) | -3% | -2% | 0.2% | -6% | -1% | -1.4 | 58 | -9% | -1.2% | -2.7%
O=C(CS(=O)CC(=O)Nc1cccc2c1CCCC2)Nc1ccc(F)cc1 (stereo unspecified) | 21% | -10% | 0.2% | 4% | 1% | 6.6 | 90 | -2% | 0.4% | -1.8%
CCOC(=O)CN(C(=O)CSc1nnc(-c2ccc(OC)c(OC)c2)o1)c1ccc(F)cc1 | 5% | 5% | -0.1% | -2% | 0% | -2.1 | 53 | -1% | -0.1% | -0.4%
O=[N+]([O-])c1ccc2c(OCc3nnc(-c4ccccc4Br)o3)ncnc2c1 | 6% | -5% | 0.2% | 57% | 2% | 2.0 | 84 | 3% | 0.0% | -0.8%
C=CCOc1ccc(Oc2cc(C)nc(SC)n2)nn1 | -6% | 8% | 0.0% | -12% | 4% | -0.8 | 57 | -6% | 0.5% | 0.0%
N#Cc1c(Cl)nsc1NC(=O)c1ccccc1 | -4% | -15% | -0.3% | 16% | -8% | 0.5 | 73 | -13% | 0.4% | 17%
CC(/C=N/NC(=O)Cn1nccc1C)=C\c1ccc(C(C)C)cc1 | -8% | 5% | -0.1% | 2% | 0% | 3.5 | 62 | -8% | -1.5%[50 µM] | -0.2%
COc1ccc(CCNC(=O)C23CCC(C)(C(=O)C2Br)C3(C)C)cc1OC (stereo unspecified) | -13% | 1% | 0.4% | 7% | -1% | 0.0 | 46 | 12% | 0.6% | -0.1%
Cc1cccc(-c2noc(CCC(=O)NC3CCCCC3)n2)c1 | 8% | 5% | 0.0% | 4% | 3% | 0.0 | 72 | 2% | 1.8%[50 µM] | -0.7%
Fc1ccc(N2CCN(C(=S)NCc3ccco3)CC2)cc1 | 2% | 8% | 0.5% | -2% | 0% | 1.0 | 46 | -1% | -1.0% | 0.1%
CCOCCn1c(N2CCN(c3ccc(OC)cc3)CC2)nc2c1c(=O)[nH]c(=O)n2C | 0% | -3% | -0.1% | 7% | -4% | 1.7 | 63 | 7% | 2.3% | -1.8%
COc1cccc(CNC(=O)CNC(=O)N2CC(=O)Nc3ccccc32)c1 | -1% | 13% | -0.1% | -1% | 11% | -0.3 | 67 | -2% | -0.1% | 0.2%
COc1ccc(Nc2cc(Cl)nc(N)n2)cc1OC | -3% | -7% | -0.5% | -2% | 3% | -1.1 | 48 | -5% | 0.9% | -0.4%
CCCCN(CCCC)CCNC(=O)CNC(=O)c1cccs1 | 7% | 5% | -0.1% | -11% | -1% | 3.2 | 57 | -5% | 11% | -2.6%
Cc1ccnc(-n2c(C)cc(C=O)c2C)c1 | -10% | 56% | 1.4% | -7% | 4% | 1.1 | 97 | -14% | 0.2% | 18%
O=C(NCc1cccs1)C1CCN(C(=O)NCc2ccccc2)CC1 | 8% | 8% | -0.4% | 0% | -1% | -2.4 | 89 | -2% | 0.9% | 1.1%
O=C(Nc1ccc(N2CCOCC2)nc1)c1ccccc1Cl | 4% | 9% | 0.1% | -3% | 20% | 0.7 | 52 | -2% | 2.5% | 1.8%
CCOC(=O)Cn1cnc2c(C#N)c3n(c2c1=O)CCCCC3 | -2% | 13% | 0.5% | -3% | 5% | -1.1 | 51 | -1% | 0.3% | -0.1%
COC(=O)c1ccc(CNC(=O)Cn2nnnc2CN(C)C(C)C)cc1 | -4% | 0% | -0.2% | 2% | -3% | 0.5 | 74 | 2% | 0.1% | 1.5%
O=C(Cc1nc2ccccc2s1)c1ccc(O)cc1O | 1% | -2% | 0.2% | -16% | 0% | -0.1 | 58 | . | . | 22%
CCOC(=O)N1CCN(c2c(NCC3CCN(Cc4cccc(C)c4)CC3)c(=O)c2=O)CC1 | 5% | -12% | 0.2% | 2% | 2% | -1.7 | 50 | -3% | -0.4% | -1.2%
Cc1cnn(C(=S)NCc2ccc(Cl)cc2)c1 | 12% | -8% | -0.3% | -6% | 2% | 3.5 | 70 | . | . | 2.0%
CC(C)OC(=O)/C(=C/c1ccc2c(c1)c1ccccc1n2C)NC(=O)c1ccccc1 | -2% | 5% | 0.6% | 14% | 2% | 3.3 | 51 | -12% | 0.9%[50 µM] | 4.1%
CC(Sc1nnc2ccccn12)C(=O)Nc1ccc2c(c1)OCO2 (stereo unspecified) | 13% | -4% | 0.9% | 12% | -2% | -0.4 | 41 | -6% | 0.5% | -2.5%
CN(C)c1ccc(C(CNC(=O)c2ccccc2F)c2c[nH]c3ccccc23)cc1 (stereo unspecified) | 3% | 11% | 0.2% | -1% | -6% | 2.1 | 91 | -3% | 0.2% | -2.2%
COc1cccc(/C(O)=C2/C(=O)C(=O)N(CCN3CCOCC3)C2c2cccs2)c1 (stereo unspecified) | 7% | -9% | 0.8% | 11% | 3% | 2.2 | 42 | -10% | 3.5% | 4.4%
CCC1CCCCN1C(=S)Nc1ccc(OC(F)F)cc1 (stereo unspecified) | 5% | 15% | -0.2% | -23% | -7% | 2.0 | 45 | -4% | 1.9% | -0.1%
CCOC(=O)c1cnc2c(Cl)c(Cl)ccc2c1NCCN1CCOCC1 | 7% | -9% | 0.0% | 20% | -1% | 0.8 | 74 | -8% | -0.1% | -2.0%
c1ccc(Oc2nc(Oc3ccccc3)nc(N3CCOCC3)n2)cc1 | -3% | 8% | -0.1% | 16% | 1% | 1.9 | 56 | -7% | 0.2% | 1.2%
CC(C)CCNC(=O)c1cc([N+](=O)[O-])ccc1N1CCOCC1 | 5% | 6% | 0.4% | 0% | 1% | -0.2 | 51 | -1% | 4.7% | 1.3%
COc1ccc(/C=C/C(=O)Nc2sc(Cc3ccccc3)c(C)c2C(N)=O)cc1 | 6% | -13% | -0.3% | 14% | 9% | 7.1 | 53 | -4% | -5.0% | 2.5%
O=C(NCCN1CCOCC1)c1ccc2c(c1)N(Cc1ccc(F)cc1)C(=O)c1ccccc1S2(=O)=O | 11% | -4% | -0.1% | 1% | 3% | 0.4 | 65 | -3% | 0.2% | -0.5%
COc1cc(/C=N/Nc2cccc(C)c2)cc(Br)c1O | 8% | -13% | 0.1% | 23% | 6% | . | . | 4% | 2.7% | 3.1%
O=C(/C=C/c1ccc2c(c1)OCO2)Nc1nc(-c2ccc(F)cc2F)cs1 | 6% | -12% | -0.1% | 9% | 23% | 10 | 50 | . | . | -9.2%
CCc1ccc(NC(=O)Nc2ccncc2)cc1 | -17% | -3% | -0.1% | 8% | 2% | 1.1 | 74 | -22% | 3.2% | -0.8%
CCOP(=O)(OCC)c1nc(-c2ccc(Cl)cc2Cl)oc1N1CCCCC1 | -1% | 14% | 0.1% | -2% | -9% | 2.2 | 56 | -7% | -0.4% | -0.1%
CN(C)S(=O)(=O)c1ccc(C(=O)Nc2nc(-c3ccccc3)c(C(=O)c3ccccc3)s2)cc1 | 12% | 0% | -0.2% | 9% | 23% | 19 | 82 | -9% | 1.1%[50 µM] | 0.3%
COc1ccccc1N1CCN(/N=C/c2cccc(OC)c2O)CC1 | -1% | 2% | -0.1% | -5% | 2% | 0.5 | 92 | 29% | -0.1% | -4.2%
Fc1cccc(NC(=S)N2CCn3cccc3C2c2cccnc2)c1 (stereo unspecified) | 5% | -6% | -0.2% | -16% | 5% | -0.9 | 57 | 1% | 0.1% | 0.6%
Cc1nc(-c2nc(-c3c(C(=O)NN)noc3C)cs2)cs1 | 1% | 16% | -0.3% | -16% | 4% | -0.2 | 60 | . | -0.2% | -1.6%
Cc1nc(=O)c(-c2ccccc2)c(C)n1-c1cccc(/C=C/C(=O)O)c1 | -13% | 4% | -0.1% | 4% | -4% | 0.4 | 119 | 0% | 0.4% | -0.7%
O=C(Nc1ccc2c(c1)OCO2)C1CCN(S(=O)(=O)c2cccc3cccnc23)CC1 | 6% | 7% | -0.1% | -3% | -5% | -2.0 | 70 | 3% | 1.3% | -3.6%
Cc1c(C#N)c(NC(=O)CCl)n(Cc2ccccc2)c1C | 7% | -10% | 0.2% | -3% | 20% | 0.6 | 57 | -15% | -0.1% | 2.6%
CCCCCc1ccc(CC(=O)Nn2c(C)nc3ccccc3c2=O)cc1 | -9% | 4% | -0.2% | 4% | -3% | 4.7 | 43 | -2% | -0.1% | -0.5%
NS(=O)(=O)c1ccc(NC(=O)CCC(=O)N2CCOCC2)cc1 | 17% | 9% | -0.4% | 11% | 2% | -0.2 | 52 | -3% | 0.3% | 2.3%
C=CCNC(=S)NNc1ncnc2sc3c(c12)CC(C)(C)OC3 | 12% | -2% | 0.0% | -29% | 0% | -0.6 | 44 | 1% | -0.5% | -2.8%
Cc1cccc(-c2noc(-c3ccccc3C(=O)NCC3CCCO3)n2)c1 (stereo unspecified) | 7% | 0% | -0.2% | 0% | -4% | 1.1 | 57 | 6% | 1.2% | -1.1%
N#CCC(=O)N/N=C/c1ccc(Sc2nc3ccccc3s2)o1 | -4% | 4% | 0.3% | 7% | 6% | 2.9 | 74 | -8% | 0.7% | 2.0%
CC(C)(C)c1cc[n+](-c2nc([O-])sc2C=O)cc1 | 6% | 11% | -0.1% | -3% | 3% | -1.1 | 77 | 12% | 0.3% | 3.6%
Cn1c(=O)c2c(nc(NCc3ccco3)n2Cc2ccccc2Cl)n(C)c1=O | -4% | 4% | -0.1% | -1% | -1% | 1.2 | 45 | 3% | 1.0% | -0.9%
COc1ccc(C(=O)Nc2ccc(CN3CCCCC3)cc2)cc1 | 11% | 1% | -0.2% | 8% | -2% | 0.5 | 57 | -7% | 0.1% | -1.0%

In another format: entries from further up.
Molecule,GPR55 LPI antagonism,GPR35 antagonists,GPR55 activation,AID2073,SIAH1 antagonists,NTR1 agonist,NTR1 agonist cell count 20 µM,Dengue-2 NS5 capping,UTI89 phage lysis,HIV fusion peptide
CCCCCc1ccc(CC(=O)Nn2c(C)nc3ccccc3c2=O)cc1,-9%,4%,-0.2%,4%,-3%,4.7,43,-2%,-0.1%,-0.5%
COc1ccc(C(=O)Nc2ccc(CN3CCCCC3)cc2)cc1,11%,1%,-0.2%,8%,-2%,0.5,57,-7%,0.1%,-1.0%

Random draw from the library; 1.2% or so of the library scored in one or more.
